# Screening data: PubChem, National Center for Advancing Translational Sciences (NCATS)
# POLK inh: blocks human DNA polymerase kappa activity; 400,000 compounds, 0.53% hits; AID 588579; purified Pol kappa, fluorescent DNA synthesis assay, 10 min; Potency, µM (series often up to 107 µM), inactives show at the highest dose activity, negative = inhibition, actives largely listed as inhibitors; further: potency means the concentration at half of the fitted maximal effect; on the % scale 0 is the no-effect control and ±100 the full control effect
#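 Readout: fluorescence, taken kinetically at 0 and 10 min. Conditions: 10 nM Pol kappa, 15 min RT compound preincubation, 50 nM substrate final. Controls: enzyme-free buffer wells.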
# BLM helicase inh: inhibitors of human Bloom syndrome helicase BLM. AID 2528. 350,000 compounds, 0.2% hits. recombinant BLM DNA unwinding, fluorescence dequenching. Potency, µM (doses to about 56.1 µM), for the others: top-dose activity change, negative = inhibition, hits mostly inhibitors. P54132;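 further: potency means the concentration at half of the fitted maximal effect; plate controls were vehicle for no effect and no enzyme for full effect; nearly all actives have a fitted effect of over 35% in size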
# Target sequence (P54132 whole entry, looked up): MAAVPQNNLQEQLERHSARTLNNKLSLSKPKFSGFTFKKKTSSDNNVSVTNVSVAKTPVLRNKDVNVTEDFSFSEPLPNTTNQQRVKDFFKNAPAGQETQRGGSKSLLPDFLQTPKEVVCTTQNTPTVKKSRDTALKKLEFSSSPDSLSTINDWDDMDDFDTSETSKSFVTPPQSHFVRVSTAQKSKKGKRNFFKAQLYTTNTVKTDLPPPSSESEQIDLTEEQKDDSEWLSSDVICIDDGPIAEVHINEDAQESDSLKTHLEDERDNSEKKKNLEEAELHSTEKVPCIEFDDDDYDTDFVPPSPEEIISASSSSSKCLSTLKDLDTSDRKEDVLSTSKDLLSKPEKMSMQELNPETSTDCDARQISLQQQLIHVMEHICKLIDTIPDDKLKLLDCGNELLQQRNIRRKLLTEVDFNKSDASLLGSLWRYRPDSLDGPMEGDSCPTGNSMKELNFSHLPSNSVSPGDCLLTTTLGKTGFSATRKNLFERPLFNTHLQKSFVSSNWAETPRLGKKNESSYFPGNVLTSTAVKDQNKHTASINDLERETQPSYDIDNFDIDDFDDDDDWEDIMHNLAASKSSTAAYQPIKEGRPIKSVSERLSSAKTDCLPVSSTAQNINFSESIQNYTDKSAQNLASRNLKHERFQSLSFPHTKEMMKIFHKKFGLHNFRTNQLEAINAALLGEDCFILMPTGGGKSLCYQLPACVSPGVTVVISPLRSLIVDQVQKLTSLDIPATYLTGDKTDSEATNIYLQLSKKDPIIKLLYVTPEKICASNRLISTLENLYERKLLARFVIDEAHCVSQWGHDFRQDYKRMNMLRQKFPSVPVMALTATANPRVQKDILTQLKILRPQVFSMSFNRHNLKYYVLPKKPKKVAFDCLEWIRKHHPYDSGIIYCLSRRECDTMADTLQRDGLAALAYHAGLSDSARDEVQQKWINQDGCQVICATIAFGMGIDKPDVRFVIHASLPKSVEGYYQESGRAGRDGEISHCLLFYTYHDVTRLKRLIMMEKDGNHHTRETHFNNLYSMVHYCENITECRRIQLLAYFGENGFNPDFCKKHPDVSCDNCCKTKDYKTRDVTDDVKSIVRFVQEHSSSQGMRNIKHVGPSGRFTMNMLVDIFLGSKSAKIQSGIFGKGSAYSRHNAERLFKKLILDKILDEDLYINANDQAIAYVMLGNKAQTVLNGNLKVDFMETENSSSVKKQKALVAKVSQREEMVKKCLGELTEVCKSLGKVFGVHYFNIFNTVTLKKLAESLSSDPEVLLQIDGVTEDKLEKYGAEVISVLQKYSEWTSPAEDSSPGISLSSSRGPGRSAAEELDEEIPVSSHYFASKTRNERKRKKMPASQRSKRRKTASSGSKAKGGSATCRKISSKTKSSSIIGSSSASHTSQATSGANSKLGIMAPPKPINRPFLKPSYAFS
# 12-LOX inh: inhibitors of human 12S-lipoxygenase ALOX12; P18054; purified 12hLO, xylenol orange hydroperoxide absorbance; Potency, µM (doses to about 108 µM), for the others: at the highest dose activity change, negative = inhibition, most hits filed as inhibitors; 580,000 compounds, 1.1% hits; AID 1671190; further: potency means the concentration at half of the fitted maximal effect; on the % scale 0 is the no-effect control and ±100 the full control effect
#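 Hydroperoxide product was detected by ferrous iron/xylenol orange as the 573 to 405 nm absorbance ratio. Arachidonic acid at 40 uM (final) was turned over for 30 min at room temperature by 150 nM human 12hLO, pH 7.0 Hepes buffer, after 15 min compound preincubation.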
# Pol iota inh: inhibitors of human DNA polymerase iota | Q9UNA4 | Pol iota fluorescent replication assay, 10 min | Potency, µM (doses to about 115 µM), without a hit: top-dose activity, negative = inhibition, most hits filed as inhibitors | 390,000 compounds, 1% hits; further: potency means the concentration at half of the fitted maximal effect
#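 Pol iota at 10 nM preincubated 15 min with compounds at room temperature; reaction started with fluorescent substrate, 50 nM final. Fluorescence read kinetically at 0 and 10 min; buffer-only wells as negative control.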
# TRHR agonist: TRH receptor (human) agonism | 360,000 compounds, 0.18% hits | TRHR cells, calcium flux fluo-8, FDSS agonist mode | activation, % at 2 µM | P34981; in the data active means activation above about 30%; further: 0% is about no effect
#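 TRHR-expressing cells, plated overnight in medium with 10% serum, were loaded with fluo-8 calcium dye at room temperature. After a 10 s baseline, library compound was pin-added and calcium release was recorded kinetically (ex 480/em 530) as agonist response.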
# POLB inh: DNA polymerase beta (human) inhibition; Pol beta primer extension/strand displacement, fluorescence kinetic; Potency, µM (titrated, usually from 114 µM), inactives show at the highest dose activity change, negative = inhibition, actives largely listed as inhibitors; 340,000 compounds, 1.3% hits; AID 485314; further: potency means the concentration at half of the fitted maximal effect; on the % scale 0 is the no-effect control and ±100 the full control effect
#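 Pol beta (10 nM) was preincubated with compound for 15 min at room temperature. The reaction was then started with 50 nM substrate and read immediately and after a further 10 min at room temperature.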
# APE1 inh: APE1 (human) endonuclease inhibition | P27695 | 350,000 compounds, 0.35% hits | recombinant APE1, TAMRA/BHQ-2 abasic DNA cleavage fluorescence | Potency, µM (doses to about 65.8 µM), for the others: at the highest dose activity change, negative = inhibition, usual class: inhibitors;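 further: potency means the concentration at half of the fitted maximal effect; plate controls were vehicle for no effect and reference inhibitor for full effect; nearly all actives have a fitted effect of over 55% in size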
#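 0.75 nM APE1 + cpd, 15 min RT; start w/ 50 nM TAMRA/BHQ-2 THF-abasic dsDNA; kinetic fluor 525/598 nm ×3 reads @60 s; Δ(read3−read1); normalized to DMSO and NSC13755 control wells.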
# ERG Ets-DNA blk: blocks human ERG Ets domain binding to DNA. P11308. AID 624246. fluorescence polarization, His-ERG Ets domain / labelled DNA. Potency, µM (series often up to 76.9 µM), inactives show at the highest dose FP activity, negative = inhibition, hits mostly inhibitors. 370,000 compounds, 0.028% hits; active means well fitted inhibition curve with a large enough effect in the polarisation, with a control signal flat; inconclusive means small, poorly fitted or top-dose-only effect, or effect the other way, or a change in a side signal; inactive means no such curve, though single readings can be large or run the other way; the % refers to the polarisation;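 further: polarization taken with two DNA probes labelled with fluorescein and Texas red; potency means the concentration at half of the fitted maximal effect; % of control where 0% means no effect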
#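 His-tagged ERG Ets domain (1 uM in the protein solution; 300mM KCl, 50mM Tris-HCl, 1mM EDTA, 1mM DTT, pH 7.5) received compound, then a probe mix of 5 nM fluorescein-DNA and 100nM Texas-615-DNA. Fluorescence polarization was read for both dyes.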
# Anesthetic bind: binds horse apoferritin like a general anesthetic; P02791; apoferritin/1-aminoanthracene competitive binding, fluorescence; Potency, µM (highest dose often 77.5 µM), for inactives: at the top dose activity change, negative = displacement, hits mostly inhibitors; 350,000 compounds, 0.074% hits; further: potency means the concentration at half of the fitted maximal effect; on the % scale 0 is the no-effect control and ±100 the full control effect; nearly all actives have a fitted effect of over 20% in size
#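 Apoferritin-based anesthetic binding model; compound displacement of fluorescent 1-AMA measured as endpoint fluorescence after 10 minutes at room temperature, scaled to free-ligand and complex controls.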
# Active calls of the source: *; ? = inconclusive; . = no result given; [ ] = dose if it differs, or a comment. Unless noted, the call rests on the fitted dose curve; in most records, active means well fitted curve in the direction sought with a large enough effect; inconclusive means small, poorly fitted or top-dose-only effect, or another doubt; inactive means no such curve, though single readings can be large; an effect the other way counts as inactive or inconclusive. Only part of the results is shown; rates above refer to the full screens.
SMILES,POLK inh,BLM helicase inh,12-LOX inh,Pol iota inh,TRHR agonist,POLB inh,APE1 inh,ERG Ets-DNA blk,Anesthetic bind
CCN(CC)S(=O)(=O)c1ccc(S(=O)(=O)N2CCCC2C(=O)O)cc1 (centres undefined),-11.5%,0.5%,?,10.2%,1.1,-7.0%,-3.8%,-2.6%,-17.2%
CCCCNS(=O)(=O)c1ccc(Br)cc1N1CCC[C@H]1CO,0.9%,.,?,23.2%,.,.,-13.7%,-0.8%,.
Fc1cc(F)c2nc(N3CCOCC3)sc2c1,-6.7%,3.7%,-2.2%,29.7%,-0.2,26.5%,13.3%,-4.2%,0.3%
CCC(=O)Nc1sc(C(=O)OC)c(C)c1C(=O)OC,-5.6%,-0.3%,-16.1%,4.2%,0.2,1.6%,-0.2%,.,-7.6%
CCOc1ccc(C(=O)NCC(=O)OCC(=O)N2CCC(C)CC2)cc1,-7.2%,-0.7%,0.0%,18.7%,-0.1,-3.6%,0.7%,-1.6%,?
Cc1ccc(S(=O)(=O)N2CCN(C(=O)c3ccccc3)C2)cc1[N+](=O)[O-],-3.0%,-11.0%,1.0%,23.1%,0.1,-16.7%,4.3%,6.5%,-5.0%
C=C1C(=O)O[C@H]2C[C@H]1[C@@H](OC(C)=O)C/C(C)=C/CC/C(C)=C\CC[C@]2(C)O,-2.0%,.,16.7%,14.6%,.,.,.,11.1%,.
c1ccc(Cc2nnc(-c3ccccc3)o2)cc1,-2.8%,-11.4%,14.0%,13.8%,0.1,4.1%,-10.6%,3.3%,-3.8%
O=C(OCc1ccc(Br)cc1)c1cnc(Cl)c(Cl)c1,3.7%,-6.8%,-18.9%,46.6%[activator],0.7,-22.3%,67.0%[activator],13.4%,-1.6%
CC(C)Oc1ccc(Cc2c(O)nc(NCCCN(C)C)[nH]c2=O)cc1,-1.0%,1.8%,3.5%,3.2%,-0.3,2.9%,4.0%,6.8%,-19.1%
CCCCCCCC(=O)Nc1ccc(S(=O)(=O)Nc2nccs2)cc1,3.6%,-4.3%,-15.2%,3.0%,-0.4,5.5%,-0.9%,24.9%,-14.4%
O=C(Nc1ccccc1)c1ccc(-c2ccc(F)cc2)s1,-11.5%,-3.2%,0.0%,68.1%[activator],-0.4,6.1%,3.0%,-1.1%,-2.9%
Cc1cnc(C(=O)OCC(=O)Nc2ccccc2[N+](=O)[O-])cn1,0.2%,.,-11.4%,52.4%[activator],.,.,42.7%[activator],-5.9%,.
CCN(CC)S(=O)(=O)c1ccc2c(c1)c(=O)c(C(=O)NCc1ccc(Cl)cc1)cn2C,-1.4%,-4.5%,-17.8%,-21.6%,-1.3,7.2%,.,-14.3%,8.1%
Cn1c(SCC(=O)NCc2cccs2)nnc1-c1ccc(O)cc1,-4.4%,-3.1%,7.6%,38.3%[activator],2.2,23.5%,1.9%,4.5%,0.3%
CN(Cc1ccccc1)C(=O)N1CCOCC1,-1.2%,0.4%,-12.4%,-2.6%,-0.8,15.9%,11.4%,-19.3%,-9.0%
Cc1cccc(C(=O)N2CCN(c3ccc(C(F)(F)F)cn3)CC2)c1C,-17.4%,-3.4%,9.3%,9.3%,1.0,1.2%,0.6%,-3.2%,?
COc1cc(/C=N/NC(=O)c2cccc([N+](=O)[O-])c2)ccc1OC(=O)c1ccco1,-15.6%,-4.6%,14.3%,82.5%[activator],-0.8,-23.2%,-16.2%,-2.9%,-18.5%
CCOC(=O)c1ccc(NC(=O)CCc2nc(-c3ccccc3Cl)no2)cc1,-17.9%,-9.9%,13.1%,8.6%,0.0,0.5%,-5.8%,-4.8%,-1.7%
Cc1ccc(CSc2nnc(-c3ccc(NS(=O)(=O)c4ccccc4)cc3)o2)cc1,-20.7%,-4.0%,2.5%,12.1%,-0.1,30.2%,-9.9%,-1.0%,-2.1%
CCCc1cc(=O)n2c([nH]c3ccccc32)c1C#N,-3.8%,-1.3%,-6.2%,?,2.2,7.2%,4.6%,.,29.3%
CCCCOc1ccc(/C=N/Nc2cc(N3CCOCC3)nc(C)n2)cc1,0.9%,-15.9%,0.0%,7.8%,-0.2,11.9%,-19.3%,-2.7%,?
O=C(NC1CCN(Cc2ccccc2)CC1)c1ccc2c(c1)[nH]c(=O)n2Cc1ccc(F)cc1,1.4%,-5.3%,-53.3%,79.2%[activator],0.1,-2.7%,3.0%,7.3%,-9.0%
O=C(NNC(=O)C1CCN(c2ncccn2)CC1)c1ccncc1,-7.2%,-2.0%,322.6%[activator],?,-2.3,23.6%,0.2%,10.3%,-1.2%
CCOC(=O)Nc1csnn1,-2.0%,1.2%,4.9%,-15.8%,1.2,25.3%,-3.6%,-7.0%,11.8%
# Later entries
SMILES,POLK inh,BLM helicase inh,12-LOX inh,Pol iota inh,TRHR agonist,POLB inh,APE1 inh,ERG Ets-DNA blk,Anesthetic bind
CC(=O)N[C@H]1C[C@@H]1c1ccccc1,1.6%,3.3%,-2.3%,13.8%,-0.1,8.5%,-2.1%,-7.2%,2.1%
Cc1cccc2c(=O)cc(CSc3ccccc3NC(=O)C(C)(C)C)[nH]c12,-8.6%[60.1 µM],-12.7%,-10.7%,-24.0%,0.1,-9.6%,.,5.2%,52.5%[activator]
O=C(COc1cccc2cccnc12)N/N=C/c1cccn1-c1ccc(F)cc1,0.8%,-4.3%,8.6%,17.4%,-0.2,-2.3%,?,-5.7%,-13.0%
COc1ccc(-c2nc(C#N)c(N3CCOCC3)o2)cc1OC,0.2%,-0.3%,-1.6%,18.3%,-0.4,25.9%,-8.8%,7.3%,-0.2%
Cc1nn(-c2ccccc2)c(C)c1CCC(=O)O,-5.6%,-5.4%,0.0%,-14.1%,-0.1,4.1%,-3.1%,3.4%,-8.6%
COc1ccc(N2CCN(CCCNC(=O)Cn3c(=O)c4cccn4c4cccnc43)CC2)cc1,-4.6%,5.7%,3.3%,-31.9%,-0.1,10.2%,0.2%,2.6%,-9.1%
COC(=O)CN(c1cc(Cl)ccc1OC)S(=O)(=O)c1ccc(C)cc1,-21.9%,-8.9%,-10.0%,-2.1%,-0.5,-1.1%,-0.2%,0.1%,1.9%
O=[N+]([O-])c1ccc(C(O)CNC(=S)Nc2ccccc2)cc1 (centres undefined),0.8%,-6.1%,?,66.9%[activator],1.4,-25.7%,-4.8%,3.3%,-8.0%
Cc1ccc(NC(=O)CCSCCC(=O)Nc2ccc(C)c(C)c2)cc1C,-7.8%,-5.9%,-75.2%,?,0.0,7.7%,-4.5%,-4.0%,?
COc1ccc(N2CCCC2)c(NC(=O)COc2ccccc2Cl)c1,-3.6%,-8.7%,-18.0%,102.1%[activator],0.2,34.3%,27.0%,0.5%,-3.3%
Cc1sc2nc(C)n(/N=C/c3ccccc3O)c(=O)c2c1C,-12.6%,-2.0%,-23.4%,9.2%[58.9 µM],0.3,1.8%,0.0%,2.5%,-10.4%
Cc1ccccc1C(=O)Nc1cccc(C(=O)OCc2cc(=O)n3ccsc3n2)c1,-6.3%[60.1 µM],-1.6%,-25.7%,-0.8%,1.0,21.7%,.,0.8%,-0.2%
CC1CCC(C(=O)NC(C(=O)NCCc2ccc(S(N)(=O)=O)cc2)C(C)C)CC1 (centres undefined),7.7%,-3.0%,18.2%,6.7%,-0.5,17.2%,10.8%,-7.9%,-16.5%
CN(C)CC(O)COC(c1ccccc1)c1ccccc1 (centres undefined),-2.9%,-1.8%,-10.3%,-14.2%,0.0,0.5%,-6.3%,-0.4%,-8.1%
COc1ccc(N2CC(=O)N(c3ccccc3)C2=S)cc1,-13.9%,3.3%,1.6%,20.4%,-1.6,-8.7%,0.7%,-0.7%,-13.9%
CC(=O)Nc1sc(NC(=O)c2ccccc2)nc1-c1cccs1,-8.3%,1.3%,-16.4%,24.6%,-0.4,-0.3%,-1.6%,.,2.6%
O=C(Nc1ccc(S(=O)(=O)N2CCOCC2)cc1)C1CCN(S(=O)(=O)c2ccc(Cl)cc2)CC1,-6.4%,.,11.8%,6.0%,.,.,.,0.3%,.
COc1ccc(C(=O)Nc2ccc(/C(C)=N/NC(=O)c3ccncc3)cc2)cc1,.,-14.9%,14.3%,.,-0.3,6.4%,-28.0%,.,0.3%
CCCc1cc(=O)[nH]c(SC(C)C(=O)Nc2ccc3c(c2)OCCO3)n1 (centres undefined),0.0%,.,9.2%,12.5%,-0.7,.,21.3%,0.4%,.
O=C(CCNc1cc(Cl)cc(Cl)c1)c1cccs1,-7.7%,-12.6%,3.7%,9.6%,0.0,-1.6%,-2.7%,.,?
COc1cccc(C2=CC(=O)CCC2)c1OC,9.7%,.,?,9.9%,.,.,.,7.7%,.

# Among those listed so far, these have fluorine.
SMILES,POLK inh,BLM helicase inh,12-LOX inh,Pol iota inh,TRHR agonist,POLB inh,APE1 inh,ERG Ets-DNA blk,Anesthetic bind
Fc1cc(F)c2nc(N3CCOCC3)sc2c1,-6.7%,3.7%,-2.2%,29.7%,-0.2,26.5%,13.3%,-4.2%,0.3%
O=C(Nc1ccccc1)c1ccc(-c2ccc(F)cc2)s1,-11.5%,-3.2%,0.0%,68.1%[activator],-0.4,6.1%,3.0%,-1.1%,-2.9%
Cc1cccc(C(=O)N2CCN(c3ccc(C(F)(F)F)cn3)CC2)c1C,-17.4%,-3.4%,9.3%,9.3%,1.0,1.2%,0.6%,-3.2%,?
O=C(NC1CCN(Cc2ccccc2)CC1)c1ccc2c(c1)[nH]c(=O)n2Cc1ccc(F)cc1,1.4%,-5.3%,-53.3%,79.2%[activator],0.1,-2.7%,3.0%,7.3%,-9.0%
O=C(COc1cccc2cccnc12)N/N=C/c1cccn1-c1ccc(F)cc1,0.8%,-4.3%,8.6%,17.4%,-0.2,-2.3%,?,-5.7%,-13.0%
